Source: PubChem BioAssay (ICCB-Longwood Screening Facility, Harvard Medical School)
PV pol inh – inhibitors of poliovirus RNA polymerase binding and polymerization. poliovirus polymerase elongation, fluorescence polarization; active compounds read low. % elongation, % (compound at 16.7 µg/mL). actives 0.66% (n = 150,000). AID 588519; in the data active = % elongation below about 90%; also: some results filed as inactive read as strong as hits
Target sequence (P03300 1749-2209 limits assumed): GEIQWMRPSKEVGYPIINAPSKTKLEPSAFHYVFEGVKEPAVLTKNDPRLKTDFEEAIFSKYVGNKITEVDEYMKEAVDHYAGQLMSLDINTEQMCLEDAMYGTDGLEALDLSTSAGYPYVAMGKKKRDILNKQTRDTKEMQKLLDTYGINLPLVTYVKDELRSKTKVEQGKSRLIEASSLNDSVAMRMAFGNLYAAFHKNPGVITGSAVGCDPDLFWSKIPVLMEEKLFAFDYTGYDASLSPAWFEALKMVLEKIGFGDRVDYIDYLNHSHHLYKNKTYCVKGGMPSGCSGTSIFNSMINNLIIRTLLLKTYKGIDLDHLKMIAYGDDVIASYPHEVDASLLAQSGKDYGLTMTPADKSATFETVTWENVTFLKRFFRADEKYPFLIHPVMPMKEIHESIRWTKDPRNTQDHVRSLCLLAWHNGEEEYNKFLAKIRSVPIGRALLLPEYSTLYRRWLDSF
PV pol inh FP z-score – further read-out of PV pol inh, marked with its call; z-score; measured here: FP z-score; hits read low
* = called active by the depositor; & = joins results of further samples.

The opening six entries as a preview:
SMILES	PV pol inh	PV pol inh FP z-score
Clc1ccccc1CSc1nc(NCC2CCCO2)c2ccccc2n1 (stereo not drawn)	104.0	1.1
Cc1cc(C(F)(F)F)nn1CC(=O)NCc1cccs1	101.0	-0.4
CC1=CC(C)(C)N(C(=O)c2ccc(F)cc2)c2cc3c(cc21)OCO3	102.0	0.2
CSc1ccc(CCNS(=O)(=O)c2cc(-c3cc(C)no3)ccc2C)cc1	113.0	1.3
COc1ccc(N2CCN(c3oc(/C=C/c4ccc(F)cc4)nc3C#N)CC2)cc1	109.0	0.1
O=C(On1c(-c2ccccc2)cc2ccccc21)c1cccnc1Cl	101.0	-0.3

This part in full, repeating the preview:
SMILES	PV pol inh	PV pol inh FP z-score
Clc1ccccc1CSc1nc(NCC2CCCO2)c2ccccc2n1 (stereo not drawn)	104.0	1.1
Cc1cc(C(F)(F)F)nn1CC(=O)NCc1cccs1	101.0	-0.4
CC1=CC(C)(C)N(C(=O)c2ccc(F)cc2)c2cc3c(cc21)OCO3	102.0	0.2
CSc1ccc(CCNS(=O)(=O)c2cc(-c3cc(C)no3)ccc2C)cc1	113.0	1.3
COc1ccc(N2CCN(c3oc(/C=C/c4ccc(F)cc4)nc3C#N)CC2)cc1	109.0	0.1
O=C(On1c(-c2ccccc2)cc2ccccc21)c1cccnc1Cl	101.0	-0.3
FC(F)(F)c1ccc(-c2nc(-c3cc(-c4ccccc4)no3)cs2)cc1	102.0	-0.5
CC(Nc1ccc(-c2nc(-c3cccnc3)no2)cc1[N+](=O)[O-])c1ccccc1 (stereo not drawn)	105.0	-0.5
O=C(/C=C/c1ccco1)NC(=S)NC1CCCCC1	103.0	0.3
NC(=NS(=O)(=O)c1ccccc1)c1ccccc1F	104.0	0.8
O=C1NC2(CCN(C(=O)c3ncoc3-c3ccccc3)CC2)Oc2ccccc21	106.0	0.5
COc1ccc(CCNC(=O)Cn2cnc3onc(-c4ccc(Cl)cc4)c3c2=O)cc1OC	102.0	0.7
O=C(CN1C(=O)C2C3C=CC(C3)C2C1=O)Nc1nc(SCc2ccc(Cl)cc2)n[nH]1 (stereo not drawn)	106.0	0.4
CCC1=C(C)C(N2CCOCC2)=NP(N2CCOCC2)(N2CCOCC2)=N1	100.0	0
COc1ccc(OCCn2c(-c3ccc(Cl)cc3)nc3ccccc3c2=O)cc1	100.0	-0.2
Cc1nc(CCNC(=O)c2ccccc2)cs1	105.0	1.2
COc1ccc(-c2ccnc(SCC(=O)N3CCOCC3)n2)cc1	105.0	0.3
N=C1/C(=C2\Nc3ccccc3S2)CC(=O)N1C1CC1	120.0	1.8
O=C(Nc1cccnc1)c1cc(-c2cccc(Cl)c2)on1	105.0	0.3
CCn1c(C(=O)Nc2ccc(C)c(C)c2)cc2sc(Cl)cc21	104.0	1.3
CC(=O)Nc1nonc1-c1nnc(SCC(=O)Nc2cccc(C)c2C)n1-c1ccccc1	114.0	1.6
CS/C(=N\S(=O)(=O)c1ccccc1)NNc1ccccc1	103.0	0.3
COc1ccc(-c2nc3scc(CCNC(=O)c4cccc(Br)c4)n3n2)cc1	108.0	0.3
CS(=O)(=O)c1ccc([C@@H](O)[C@@H](CO)NC(=O)C(Cl)Cl)cc1	101.0&100.0	0.2&0
CCC(C)NC(=O)Cn1nc(C)c(S(=O)(=O)N2CCCCC2)c1C (stereo not drawn)	99.0	-0.4
CN1CCC(=CC(=O)O)CC1	100.0	-0.4
Cc1cc(=O)n2c(c1C#N)SCCC2	102.0	0
O=C(Cn1ncn2nc(-c3cccs3)cc2c1=O)NCc1cccc(Br)c1	111.0	0.7
COc1ccc(NC(=O)CN(c2ccc(C)cc2)S(=O)(=O)c2cccs2)cc1	105.0	-0.6
Cc1cccc(N2CCN(C(=O)CCc3nnc4n(C)c(=O)c5ccccc5n34)CC2)c1C	103.0	0.4
CCC(C(=O)C(C)C(O)C(C)CCc1ccc(C)c(O)c1C(=O)O)[C@H]1O[C@](CC)([C@H]2CC[C@](O)(CC)[C@H](C)O2)C[C@@H]1C (stereo partly drawn)	100.0	0
Cc1ccc(N2CCN(Cc3nnc(-c4ccc5c(c4)OCO5)o3)CC2)c(C)c1	110.0	1.5
Cc1cc2nn(-c3ccc(F)cc3)nc2cc1NC(=O)c1ccc(OC(C)C)cc1	107.0	0.5
Cc1ccc(NC(=O)c2ccc(CNS(=O)(=O)c3ccc4c(c3)C(C)(C)C(=O)N4C)cc2)cc1F	123.0	0.9
C=CCn1c(SCC(=O)N2CCc3ccccc3C2)nnc1-c1ccccc1OC	101.0	-0.2
CCN(C(=O)NS(=O)(=O)c1ccc(C)cc1)C1CCCCC1	107.0	0.3
CCN1CCN(CC(=O)N/N=C/c2ccccc2)CC1	100.0	0
Nc1ncnc2c1ncn2[C@@H]1O[C@H](CO)[C@@H](O)[C@@H]1O	100.0	0.2
COc1ccc(C(=O)O)cc1S(=O)(=O)NCCc1ccccc1	105.0	1.2
COc1cccc(NC(=O)c2csc3c2CCCCC3)c1	100.0	-1.3
O=C1Nc2ccccc2/C1=N\N=C\c1ccccc1	98.0	-0.3
COc1ccc(NC(=O)CS(=O)(=O)c2c[nH]c3ccccc23)cc1	100.0	0
O=c1ccnc(SCCc2ccccc2)[nH]1	100.0	0.1
CN1/C(=C\C(=O)CSCc2ccco2)C(C)(C)c2ccccc21	121.0	1.8
CCOC(=O)C1=C(C)NC2=C(C(=O)OC2)C1c1ccccc1 (stereo not drawn)	97.0	-0.2
O=C(CCc1ccccc1)OCc1nc2ccccc2s1	99.0	-0.9
C=CCN(C(=O)CSc1nc2ccccc2o1)c1nc2c(s1)CCCC2	78.0	-2.5
Cc1cnc(NC(=O)CCN2C(=O)c3ccccc3C2=O)s1	99.0	-0.6
O=c1c(-c2nnnn2-c2ccccc2)c[nH]c2ccccc12	105.0	0.1
CCN1C(=O)c2cccc3c(S(=O)(=O)N4CCc5ccccc5C4)ccc1c23	104.0	0.5

3 structures already listed, arranged by SMILES length, lowest first.
SMILES	PV pol inh	PV pol inh FP z-score
CCOC(=O)C1=C(C)NC2=C(C(=O)OC2)C1c1ccccc1 (stereo not drawn)	97.0	-0.2
CN1/C(=C\C(=O)CSCc2ccco2)C(C)(C)c2ccccc21	121.0	1.8
CCN1C(=O)c2cccc3c(S(=O)(=O)N4CCc5ccccc5C4)ccc1c23	104.0	0.5

New compounds follow:
SMILES	PV pol inh	PV pol inh FP z-score
COC(=O)CN1C(=O)/C(=C\c2ccc(O)cc2)SC1=S	125.0	4.6
COC(=O)C1=C(C)NC(=S)NC1c1cn(-c2ccccc2)nc1-c1cccs1 (stereo not drawn)	108.0	0.5
CN(C)c1ccc(C=Nc2ccc(C(N)=O)cc2)cc1	97.0	-0.3
O/N=C1/C2CN3CCN(C2)CC1(Cc1ccccc1)C3	103.0	0
COc1ccc(OC)c(CNC(=O)c2cc3cc4ccc(C)cc4nc3o2)c1	102.0	0.4
COc1ccccc1N1CCN(C(=O)c2cnn3c(C)c(Cc4cccc(C)c4)c(C)nc23)CC1	99.0	-1.1
CCc1ccc(OCC(=O)N(Cc2ccc(C(C)C)cc2)C2CCS(=O)(=O)C2)cc1 (stereo not drawn)	104.0	-0.4
CCOC(=O)CNc1c(-c2ccc(OC)cc2)nc2cccc(C)n12	103.0	0.3
CCc1cc(C(=O)OC)c(NC(=O)CC2SC(=NC)N(C)C2=O)s1 (stereo not drawn)	103.0	0.5
O=C(COC(=O)C1=COCCO1)NCc1cccs1	105.0	0.5
COc1ccccc1NC(=O)c1sc2nc3c(c(C(F)(F)F)c2c1N)CN(C(C)=O)CC3	105.0	0.3
NC(=O)N1c2ccccc2CC(=O)c2ccccc21	100.0	0
CC(O)/C=C\c1cc[n+](C)cc1 (stereo not drawn)	105.0	0.1
COc1ccc(C(=O)N(CC(=O)Nc2nn(-c3ccccc3)nc2C(N)=O)Cc2ccccc2)cc1	98.0	-0.9
Cc1c(C(=O)OC2CCCCC2)[nH]c2c1C(=O)CC(c1ccccc1Cl)C2 (stereo not drawn)	106.0	0.2
CC(=O)NCCc1nc2cc(NC(C)=O)ccc2n1C	103.0	0.2
O=S(=O)(NCCc1ccccc1)c1cccc2cccnc12	104.0	0.6
COc1ccc(CN(C)CC(=O)c2c[nH]c3ccccc23)c(OC)c1	108.0	0.8
COc1ccc(OC)c(NC(=O)CSc2nnc3ccc4ccccc4n23)c1	108.0	0.2
CCC(NC(=O)c1cc(OC)c(OC)c(OC)c1)C12CC3CC(CC(C3)C1)C2 (stereo not drawn)	104.0	0.4

Overlap with the part before: 2 compounds; new compounds follow.
SMILES	PV pol inh	PV pol inh FP z-score
COc1ccc(OC)c(NC(=O)CSc2nnc3ccc4ccccc4n23)c1	108.0	0.2
CCC(NC(=O)c1cc(OC)c(OC)c(OC)c1)C12CC3CC(CC(C3)C1)C2 (stereo not drawn)	104.0	0.4
COc1ccc(C(=O)CNc2ccc(C#N)cc2)cc1	100.0	-1
Cc1cc(OCc2noc(CSc3ccc(C(F)(F)F)cn3)n2)cc(C)c1Cl	112.0	1.9
CNC(=S)NCCN1CCCCC1	103.0	0.5
N#CC1(NC(=O)CSc2nnc(COc3ccccc3F)n2-c2ccccc2)CCCCC1	100.0	-0.2
C=CCSc1nnc2c(n1)OC(C1CC=C(C)CC1)Nc1ccccc1-2 (stereo not drawn)	100.0	-0.4
CCCCC(Sc1ccc2nnc(-c3ccc(OC)c(OC)c3)n2n1)C(=O)O (stereo not drawn)	103.0	0.4
Cc1cc(C)n2nc(SC/C(O)=C(\C#N)c3nc4ccccc4[nH]3)nc2n1	118.0	2.3
O=C(/C=C1\Sc2ccccc2NC1=O)NCCCN1CCC(Cc2ccccc2)CC1	102.0	-0.2
c1ccc(CN2CCN(Cc3ccccc3)C2c2ccc3c(c2)OCO3)cc1	108.0	0.6
CCN1C(=O)c2ccccc2S(=O)(=O)c2ccc(C(=O)N3CCCCC3)cc21	99.0	-0.9
Cc1ccc(C)c(CN2C(=O)c3ccccc3Sc3ccc(C(=O)NCCCOC(C)C)cc32)c1	105.0	-0.1
CCc1ccccc1NC(=O)Cn1cc(S(=O)(=O)N2CCCC2)c(S(=O)(=O)N2CCCC2)c1	104.0	-0.9
COc1ccc(Cn2c(C(=O)O)c(CNCC(C)c3ccccc3)c3ccc(OC)cc32)cc1 (stereo not drawn)	110.0	0.5
CC1CCN(C(=O)c2cc3sccc3n2C)CC1	100.0	-1
CCOc1ccc(NC(=O)c2ccc3snnc3c2)cc1	108.0	0.3
C#CCNCc1cc(=O)n2ccsc2n1	106.0	0.4
CNC(=O)NCC12CC3CC(CC(C3)C1)C2	108.0	0.2
O/N=C1\CC(O)(C(F)(F)F)Oc2ccc(Cl)cc21 (stereo not drawn)	100.0	-0.4
Cn1c(=O)c2cc(C(=O)N3CCCCC3)sc2c2ccccc21	100.0	0
CC1(C)CC(=O)C=C(NCCCn2ccnc2)C1	103.0	0.2
CCC(NC(=O)c1ccccc1NC(=O)c1ccco1)C(=O)Nc1ccc(C)cc1 (stereo not drawn)	103.0	0.2
Cc1cc2n(n1)CCCN2C(=O)Nc1ccccc1C(F)(F)F	114.0	1.3
Cc1cc2c(cc1S(=O)(=O)NCC1CCCO1)n(C)c(=O)c(=O)n2C (stereo not drawn)	101.0	-0.3
CC1(C)N=C(c2ccccc2)C(=S)N1C(=O)c1ccccc1	98.0	-0.8
CCn1nc(C)c2c(-c3ccccc3)cc(=O)n(C(C)C(=O)Nc3ccc(OC)c(OC)c3)c21 (stereo not drawn)	102.0	-0.9
O=C(Cc1ccccc1)NCCN1CCCC1	101.0	-0.5
CCOC(=O)C1=C(CC)OC(N)=C(C#N)C1c1ccccc1 (stereo not drawn)	99.0	-0.3
O=C(Nc1ccccc1Br)N1CCC(CN2CCCC2)CC1	105.0	0.5
CCOc1ccc(OCC)c(NS(=O)(=O)c2cc(-c3onc(C)c3C)ccc2OC)c1	107.0	0
c1ccc(Cc2nc3ccccc3o2)cc1	99.0	-0.3
COC(CNC(=O)c1cc(C)nn1-c1ccccc1)OC	102.0	0.2
N#Cc1ccc(N=C/C(Br)=C/c2ccccc2)cc1	103.0	0.7
CCCSc1nc(-c2ccccc2)[nH]c1S(=O)(=O)c1ccc(C)cc1	-16.0*	-11.7*
CN(C(=O)c1cn(C)c(=O)cc1C(F)(F)F)c1ccc(Cl)c(Cl)c1	105.0	0.2
COc1ccc(CCNC(=O)c2ccc3c(c2)N(Cc2ccccc2)CCS3)cc1OC	101.0	-1.1
Cc1ccc(-c2csc(Nc3ccc4c(c3)OCO4)n2)cc1C	110.0	0.7
O=S(=O)(c1ccccc1C(F)(F)F)N1CCNCC1	100.0	-0.3
CC(=O)Nc1cccc(F)c1/C(N)=N/OC(C)=O	103.0	0.2
CCCCn1c(/N=C/c2nc3ccccc3n2C)nc2ccccc21	98.0	-0.6
NC(=O)C1CC(=O)N(c2ccccc2)C1 (stereo not drawn)	103.0	0.5
CC1CCCCN1C(=O)c1ccccc1NS(=O)(=O)c1ccc(F)cc1 (stereo not drawn)	101.0	-0.4
Cc1oc(C(=O)O)cc1COc1cccc2ccccc12	97.0	-0.5
CN(C)c1ccc(/C=C2/C(=N)N3N=C(COc4ccccc4)SC3=NC2=O)cc1	97.0	-1.3
CC1C2CC(C/C2=N\NC(N)=S)C1(C)C (stereo not drawn)	101.0	0.2
COC(=O)c1ccc(/C=N/NC(=O)CO)cc1	102.0	0.8
CCOC(=O)c1nnn(-c2cccnc2)c1C	110.0	1
Cn1c(=O)c2c(n(C)c1=O)=NC1(CCCCC1)N=2	104.0	0.8
Cc1oc(-c2ccccc2)nc1CSc1nc2ncccc2[nH]1	100.0	-0.5
CCOc1ccc(OCC)c(NS(=O)(=O)c2ccc(-c3coc(C)n3)cc2)c1	110.0	0.6
O=C1ON=C2C3CC4CC12CC1(C3)C(=O)ON=C41	99.0	-0.2
CNC(=O)CSc1cn(CC(=O)N2CCC(C)CC2)c2ccccc12	102.0	0.1

The list is partial. The share of hits here may be higher or lower than overall.
